SENP6 inh – SENP6 protease inhibition; Recombinant SENP6 catalytic domain, aminoluciferin luminescence; inhibition, % at 10 µM; Q9GZR1; 1.8% of 330,000 active;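 active = inhibition above about 50% at the single tested dose, limit read from the data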;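 also: plate controls were DMSO wells with enzyme for no effect and DMSO wells lacking enzyme for full effect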
UBC13 polyUb – human UBC13 polyubiquitination inhibition; P61088; UBC13 polyubiquitin chain formation, TR-FRET; inhibition, % at 20 µM; 0.47% of 330,000 active; AID 485273; in the data active = inhibition above about 45%, passing the limit was not always enough
Target sequence (P61088 whole entry, looked up): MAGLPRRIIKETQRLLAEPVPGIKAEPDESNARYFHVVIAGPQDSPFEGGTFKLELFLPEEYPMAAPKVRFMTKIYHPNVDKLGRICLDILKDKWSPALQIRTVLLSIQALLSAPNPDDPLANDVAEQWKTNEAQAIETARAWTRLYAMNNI
APOBEC3G inh – APOBEC3G (human) deaminase inhibition. inhibition, % at 20 µM. Q9HC16. recombinant A3G, ssDNA deamination FAM/TAMRA fluorescence. AID 493012. 0.28% of 330,000 active;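 active = inhibition of at least 40% at 20 µM, with no more than 30% in the related APOBEC3A deaminase screen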;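 also: plate controls were DMSO wells with A3G for no effect and wells lacking A3G enzyme for full effect; some compounds called inactive have numbers as strong as hits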
Target sequence (Q9HC16 whole entry, looked up): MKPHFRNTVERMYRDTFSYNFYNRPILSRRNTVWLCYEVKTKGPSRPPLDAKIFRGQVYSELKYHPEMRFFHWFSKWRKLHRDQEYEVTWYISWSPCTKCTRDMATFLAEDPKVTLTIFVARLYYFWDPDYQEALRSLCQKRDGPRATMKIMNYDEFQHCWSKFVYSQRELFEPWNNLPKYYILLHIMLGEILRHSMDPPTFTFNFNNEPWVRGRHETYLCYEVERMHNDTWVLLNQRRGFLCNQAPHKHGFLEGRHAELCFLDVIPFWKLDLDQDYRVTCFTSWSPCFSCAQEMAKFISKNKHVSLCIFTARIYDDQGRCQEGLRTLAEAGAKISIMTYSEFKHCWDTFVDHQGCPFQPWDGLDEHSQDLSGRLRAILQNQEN
SENP1 FRET inh – inhibitors of human SENP1 SUMO protease catalytic domain | Q9P0U3 | recombinant SENP1 catalytic domain, CyPet-SUMO1-YPet FRET cleavage | inhibition, % at 10 µM | 0.21% of 360,000 active;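 active = inhibition at least 30% at 10 µM, raw YFP signal under a set limit, fluorescence ratio 0.5 to 1.5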;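 also: 0% = enzyme with DMSO and 100% = no enzyme wells; some results filed as inactive read as strong as hits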
Target sequence (Q9P0U3 419-644 limits assumed): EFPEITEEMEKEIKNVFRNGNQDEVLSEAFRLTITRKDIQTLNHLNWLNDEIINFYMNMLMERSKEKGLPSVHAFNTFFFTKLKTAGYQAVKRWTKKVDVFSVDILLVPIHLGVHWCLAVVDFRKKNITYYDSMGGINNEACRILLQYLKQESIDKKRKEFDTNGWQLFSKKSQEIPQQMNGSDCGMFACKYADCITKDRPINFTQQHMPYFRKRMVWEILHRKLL
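Material – human SENP1 catalytic domain · Input – SENP1 enzyme, 20 pM final · Compound dosing – single concentration of 10 µM compound, 0.5% DMSO final · Timing – enzyme reaction for 50 min at room temperature, dark · Measured by – FRET fluorescence in CFP and YFP emission channels · Control set – no-enzyme wells low, DMSO-plus-enzyme wells high control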
Apaf-1 inh – inhibitors of human Apaf-1 apoptosome; O14727; reconstituted apoptosome caspase-3 activity, DEVD-Rh110 fluorescence; inhibition, % at 20 µM; 0.71% of 330,000 active; active = inhibition of at least 40% at 20 µM;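 also: plate controls were DMSO wells for no effect and DEVD-CHO caspase inhibitor wells for full effect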
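Material: reconstituted apoptosome with Apaf-1, cytochrome c, caspase-9, procaspase-3, dATP. Technique: Rh110 fluorescence intensity. Buffer or medium: pH 7.5 Hepes buffer with CHAPS, BSA, DTT. Times: 30 min plus 50 min, RT.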
SENP8 block-1 – inhibitors of human SENP8 protease; purified SENP8, Z-RLRGG-aminoluciferin cleavage, luminescence; inhibition, % at 10 µM; 1.2% of 330,000 active; AID 2540; in the data active = inhibition above about 50%
Target sequence (Q96LD8 whole entry, looked up): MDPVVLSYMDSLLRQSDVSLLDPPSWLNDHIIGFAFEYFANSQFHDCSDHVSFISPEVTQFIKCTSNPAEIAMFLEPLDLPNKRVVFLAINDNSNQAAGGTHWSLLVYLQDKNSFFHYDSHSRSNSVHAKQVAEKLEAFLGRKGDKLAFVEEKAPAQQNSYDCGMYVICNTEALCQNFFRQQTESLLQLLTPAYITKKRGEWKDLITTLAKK
SENP7 inh – blocks the human protease SENP7; inhibition, % at 5 µM; Q9BQF6; recombinant SENP7, Z-RLRGG-aminoluciferin luminescence, 40 min; AID 434973; 1.5% of 330,000 active;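 active = inhibition above about 50% at the single test dose, limit read from the data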;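 also: plate controls were DMSO with enzyme for no effect and no enzyme buffer wells for full effect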
SENP8 block-2 – inhibitors of human SENP8 protease. Q96LD8. recombinant SENP8, Nedd8 substrate fluorescence. 0.64% of 360,000 active. inhibition, % at 20 µM. AID 602440; in the data active = inhibition mostly above about 40%, no sharp cut-off; inactive = mostly below about 27%
* hit, by the source's call; . = not tested or not shown; & = joins results of further samples.

SMILES | SENP6 inh | UBC13 polyUb | APOBEC3G inh | SENP1 FRET inh | Apaf-1 inh | SENP8 block-1 | SENP7 inh | SENP8 block-2
C=CCn1c(C)nnc1SCC(=O)Nc1ccc2c(c1)OCCO2 | -13 | -18 | 1 | 0 | -1 | -7 | -8 | -2
CC(C)CN(C(=O)CCC(=O)OCC(=O)N(C)c1ccccc1)c1c(N)n(CC(C)C)c(=O)[nH]c1=O | -9 | -5 | -4 | -1 | -17 | -4 | 11 | 11
COC(=O)c1sccc1Oc1ccc(Cl)cc1N1C(=O)CCC1=O | -31 | 2 | 2 | 0 | -6 | -4 | 7 | 22
c1ccc(-n2c(-c3ccncc3)nnc2-c2cccs2)cc1 | 5 | -3 | -2 | 0 | 2 | 5 | 1 | -137
CCOc1ccc(-n2c(C)c(C(C)=O)c(C(C)=O)c2C)cc1 | 2 | 2 | 2 | 2 | 0 | 5 | 12 | 19
COC(=O)C(Cc1ccc(O)cc1)NC(=O)C(CC(=O)OC(C)(C)C)NC(=O)OC(C)(C)C (stereo not drawn) | 4 | 2 | 2 | 2 | -7 | 8 | 8 | 2
COc1ccc(N2CCN(S(=O)(=O)CCNC(=O)C3CCCCC3)CC2)cc1 | 6 | -2 | -2 | 0 | -10 | 2 | 7 | 1
CCCCCCCCOc1ccc(C(=O)O)cc1 | 21 | 0 | -3 | -1 | 6 | 43 | 14 | 7
COc1ccc(OC)c(NC(=O)COC(=O)CCc2nc3ccccc3c(=O)[nH]2)c1 | 1 | -5 | -6 | -4 | 7 | -12 | -4 | -2
CCCCCc1nnc(NC(=O)C2COc3ccccc3O2)s1 (stereo not drawn) | -5 | 3 | -4 | 0 | -1 | 1 | 0 | 16
CCN=C1SC(CC(=O)NC(C)c2ccccc2)C(=O)N1CC (stereo not drawn) | 15 | 1 | 1 | 2 | -5 | 7 | 12 | 10
Cc1cccc(N=C2CSC(=O)N2)c1 | 13 | 1 | 1 | 2 | -5 | -5 | -4 | 31
CCOc1ccc(-c2nnc(SCC(=O)Nc3cc(C)on3)o2)cc1 | 6 | -2 | -1 | 1 | -2 | -2 | -2 | -5
COc1ccc(C)cc1NC(=O)Cc1c(C(=O)O)n(C)c2ccccc12 | -10 | -2 | -3 | 3 | 5 | -1 | -7 | 14
Cc1cc(=O)n2[nH]c(-c3ccc(F)cc3)nc2n1 | 15 | 0 | -3 | 2 | -1 | -10 | 9 | 4
CC(=Nc1ccccc1)Nc1ccccc1 | -2 | 5 | -2 | 0 | -9 | 1 | 6 | 19
CCCC1C2C(=O)N(c3cccc(C)c3)C(=O)C2ON1c1ccccc1 (stereo not drawn) | -6 | -6 | -1 | 2 | -11 | 0 | -1 | 14
COC(CCN(C)C)(c1ccccc1)c1ccccc1 | -13 | -9 | 3 | 1 | -7 | -4 | -7 | 1
COc1ccc(NCc2n[nH]c(=O)c3ccccc23)cc1 | -18 | -17 | -4 | -3 | 15 | -14 | 1 | 29
CC1(c2ccc3noc(-c4cccc(F)c4)c3c2)OCCO1 | 13 | -5 | -3 | 0 | 0 | 9 | 3 | 21

Four records picked at random from the list so far, as already listed:
SMILES | SENP6 inh | UBC13 polyUb | APOBEC3G inh | SENP1 FRET inh | Apaf-1 inh | SENP8 block-1 | SENP7 inh | SENP8 block-2
COc1ccc(C)cc1NC(=O)Cc1c(C(=O)O)n(C)c2ccccc12 | -10 | -2 | -3 | 3 | 5 | -1 | -7 | 14
CC(C)CN(C(=O)CCC(=O)OCC(=O)N(C)c1ccccc1)c1c(N)n(CC(C)C)c(=O)[nH]c1=O | -9 | -5 | -4 | -1 | -17 | -4 | 11 | 11
c1ccc(-n2c(-c3ccncc3)nnc2-c2cccs2)cc1 | 5 | -3 | -2 | 0 | 2 | 5 | 1 | -137
COC(=O)c1sccc1Oc1ccc(Cl)cc1N1C(=O)CCC1=O | -31 | 2 | 2 | 0 | -6 | -4 | 7 | 22

The listing continues.
SMILES | SENP6 inh | UBC13 polyUb | APOBEC3G inh | SENP1 FRET inh | Apaf-1 inh | SENP8 block-1 | SENP7 inh | SENP8 block-2
OC(CNCC1CCCO1)COc1ccc(OCC(O)CNCC2CCCO2)cc1 (stereo not drawn) | -39 | -7 | 14 | -2 | -2 | -6 | -11 | 11
C=CCC1c2cccc(C(=O)O)c2C(=O)N1c1cccc(OC)c1 (stereo not drawn) | -17 | 2 | -3 | 1 | -17 | -4 | -6 | 2
O=C(O)C1CC(c2ccccc2)=NO1 (stereo not drawn) | 0 | -8 | 5 | 3 | -20 | 1 | 95* | 5
OCCCn1c(CCNc2nc(-c3ccc(F)cc3)cs2)nc2cc(C(F)(F)F)ccc21 | -12 | 29 | 3 | -1 | 20 | 4 | 3 | 13
CN(Cc1ccccc1)S(=O)(=O)c1ccccc1Br | . | . | 1 | 3 | 12 | . | 12 | 6
CCOC(=O)C1=C(C)SC2=NS(=O)(=O)CCN21 | -2 | -7 | -3 | 3 | -16 | 5 | -9 | 1
Cc1c(NC(=O)c2cc(-c3ccccc3)nc3ccccc23)c(=O)n(-c2ccccc2)n1C | -9 | -14 | -12 | 0 | 13 | -17 | 1 | 13
COCCN1C(=O)c2ccccc2C(C(=O)Nc2ccc3c(c2)OCCO3)C1c1ccc(F)cc1 (stereo not drawn) | -10 | 5 | -3 | 1 | -32 | 1 | 3 | 6
Cc1ccc2[nH]c(=O)c(CNS(=O)(=O)c3ccccc3)c(-c3ccccc3)c2c1 | -12 | -6 | -6 | 0 | 36 | 0 | -3 | -123
CCOC(=O)C1=C(C)Nc2nc(SCC(=O)OC)nn2C1c1cc(F)cc(F)c1 (stereo not drawn) | -1 | -2 | -8 | -1&0 | 6 | -10 | -8 | -2&31
COc1ccc2nc(NC(=O)CSCc3c(C)noc3C)sc2c1 | -10 | 7 | -10 | -2 | 10 | -11 | -2 | -6
Cc1cc(C(=O)CSc2nnc(N)s2)c(C)n1C1CC1 | 0 | 0 | -5 | 2 | 1 | 6 | -1 | 8
CC(C)(C)C(=O)NC(=S)Nc1ccc(C(F)(F)F)cc1 | -5 | 6 | -5 | -1 | 1 | -13 | 10 | 7
COC(=O)/C=C1\S/C(=N/N=C/c2ccc(Cl)cc2)NC1=O | -1 | -76 | 0 | 2 | 25 | 0 | 19 | 43*
CCc1cc2c(=O)n(CCC(C)C)c(=S)[nH]c2s1 | -5 | 31 | -4 | -2 | 0 | 4 | 2 | -8
O=[N+]([O-])c1ccc(N2CCN(S(=O)(=O)c3ccccc3)CC2)cc1N1CCc2ccccc2C1 | 6 | -16 | -10 | 5 | 17 | -3 | -6 | -132
CC1(C)C2CCC(C2)C1(C)NC(=O)CN1CCCC1 (stereo not drawn) | 6 | 2 | -4 | 0 | 0 | -6 | 0 | 15
CC1(C)Cc2c(sc(NC(=O)/C=C/C(=O)O)c2C#N)CO1 | -5 | 7 | 0 | 2 | -13 | -2 | -2 | -20
CN1CCN(C(=O)c2cnn(-c3ccccc3)c2NC(=O)c2ccc([N+](=O)[O-])cc2)CC1 | 7 | -1 | -10 | 1 | 2 | -7 | -5 | 3
COc1ccc(-c2nnc(SC(C)C(=O)Nc3nccs3)n2Cc2ccccc2)cc1OC (stereo not drawn) | 3 | -2 | -1 | 0 | 23 | -2 | 9 | 4
O=C(COC(=O)Cn1cc(C(F)(F)F)ccc1=O)Nc1ccc(Br)cc1F | -16 | -1 | -5 | 3 | 5 | -2 | 1 | -2
Cc1ccc(NC(=S)N2CCCCC2CO)cc1C (stereo not drawn) | 12 | -2 | -3 | 2 | -5 | 4 | 5 | 6
Cc1ccnc(NC(=O)/C=C/c2ccccc2[N+](=O)[O-])c1 | 39 | -22 | -4 | . | 0 | 69* | 78* | .
CCOc1ccc(CN2CCN(Cc3ccc4cc(F)ccc4n3)CC2CCO)cc1 (stereo not drawn) | 9 | 4 | -9 | -2 | -10 | 3 | -2 | 9
CCOC(=O)C1=C(C)N(C[C@@H]2CC[C@@H](Cc3ccc(-c4ccccc4)cc3)O2)C(=O)NC1c1cccc2ccccc12 (stereo partly drawn) | . | . | -3 | 2 | 32 | . | -1 | -2
Cc1ccc(C)c(NC(=O)c2cc3ccccn3n2)c1 | 56* | 6 | 5 | 3 | 4 | 27 | 33 | 4
Cc1cc(=O)oc2cc(OCC3CC(c4ccc(Cl)cc4)=NO3)ccc12 (stereo not drawn) | 1 | 13 | -3 | -7 | 20 | 5 | 5 | -224
CC(=O)Nc1ccc(S(=O)(=O)Oc2ccc3c(c2)C(C)=CC(C)(C)N3)cc1 | 26 | -8 | -8 | . | -2 | -8 | 0 | .
COc1cccc(CNC(=O)c2ccc(C(=O)NCc3cccc(OC)c3)cc2)c1 | 1 | 2 | -3 | -1 | 1 | -2 | 2 | 9
CCCCNC(=O)c1cc(-c2ccc(OC)c(OC)c2)on1 | -20 | 1 | 1 | 2 | 9 | -3 | -2 | -38
O=C(c1ccco1)N1CCN(CCCCOc2ccc(F)cc2)CC1 | 1 | -9 | -5 | 1 | 4 | -9 | 0 | 18
Cc1ccc(S(=O)(=O)N2CCOCC2)cc1NC(=O)COc1ccc2c(C)cc(=O)oc2c1 | 1 | 4 | 0 | -3 | 0 | -2 | 3 | -411
C=CCOC(=O)C1=C(C)NC(SCC)=C(C#N)C1c1ccc(Cl)cc1 (stereo not drawn) | -10 | 16 | -2 | -2 | 21 | -1 | -1 | -270
O=C1CC(=O)Nc2cc(S(=O)(=O)Nc3cccc(C(F)(F)F)c3)ccc2N1 | 5 | 2 | -7 | 1 | -8 | 4 | -4 | 22
Cc1ccc(NC(=O)C2CCN(c3cnccn3)CC2)cc1C | 3 | -4 | -3 | 2 | -4 | -2 | 8 | -399
CCc1cc(=O)oc2cc(C)cc(OC(C)C(=O)NCC(O)c3ccccc3)c12 (stereo not drawn) | 3 | 8 | -5 | -2 | 0 | 0 | 4 | -280
COc1ccc(-c2nc(CS(=O)CC(=O)NCCCN3CC(C)CC(C)C3)c(C)o2)cc1OC (stereo not drawn) | -24 | -8 | -6 | 1 | -7 | -11 | -10 | 8
Cc1noc(C)c1C(=O)N1CC(C)OC(C)C1 (stereo not drawn) | 6 | -2 | -3 | 2 | -1 | 0 | 2 | 8
CC1CCC(C(C)C)C(OC(=O)CSc2n[nH]c(=O)[nH]c2=O)C1 (stereo not drawn) | 0 | -8 | -3 | 1 | 7 | 51* | -4 | 5
CC1(C)O[C@@H]2[C@H](O1)[C@@H](COS(=O)(=O)O)O[C@H]2n1cnc2c(N)ncnc21 | -10 | 4 | -1 | . | 4 | -5 | 3 | .
COc1ccccc1C(=O)Nc1ccccc1C(=O)Nc1ccccc1 | -50 | 4 | -6 | 2 | 18 | -13 | -7 | 10
CCSc1cnn(-c2ccccc2)c(=O)c1SCC | -13 | -5 | -1 | 2 | -4 | -4 | -5 | 33
Cc1c(C(=O)O)oc2ccc(S(=O)(=O)NCc3ccc(F)cc3)cc12 | -2 | -7 | -5 | 2 | -1 | 3 | -4 | 16
COc1ccccc1C(=O)Nc1ccccc1N1CCN(S(C)(=O)=O)CC1 | -1 | 14 | -3 | 0 | -2 | 0 | -3 | 28
CC(NC(=O)CCC(=O)c1ccc(F)cc1)C1CC2CCC1C2 (stereo not drawn) | 1 | 10 | -7 | -34 | -9 | 2 | 1 | -3
Cc1c(Cl)cccc1NC(=S)NCc1cccn1C | -13 | 10 | -8 | -2 | -10 | -7 | -8 | 10
Cc1cc(C(=O)Nc2ccc(N3CCOCC3)c3nonc23)ccc1[N+](=O)[O-] | -20 | -19 | -12 | 2 | -6 | -3 | -7 | 22
Nc1n[nH]c2cc(=O)n(-c3cccc(C(F)(F)F)c3)nc12 | -11 | -14 | -4 | -25 | -9 | 0 | -1 | -15
